KKLEB tox = CF airway cell cytotoxicity counter-screen; 360,000 compounds, 0.36% hits; KKLEB CF airway cells viability, ATPlite luminescence, overnight; hits give low values; cells stimulated with P. aeruginosa culture filtrate; AID 602141; activity change (cytotoxicity), % at 5 µM;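 active = corrected activity change at or below -50% at 5 µM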
C8 TRAIL sens = sensitizes caspase-8 expressing cells to TRAIL; NB7+C8 cells + TRAIL, ATPlite viability luminescence; inhibition (viability loss, TRAIL sensitization), % at 10 µM; 360,000 compounds, 1% hits;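 active = compounds causing at least 50% loss of cell viability in the single-dose screen, relative to plate controls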
CF NFkB block = blocks PAF-induced NF-kB reporter in cystic fibrosis cells; KKLEB NF-kB-GFP reporter, GFP fluorescence overnight; inhibition, % at 5 µM; 360,000 compounds, 0.86% hits; AID 588850;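 active = at least 50% inhibition at 5 µM, scaled per plate between neutral and stimulator controls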;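 also: PAF is a Pseudomonas aeruginosa culture filtrate used as stimulus; plate controls were PAF-stimulated DMSO wells for no effect and unstimulated DMSO wells for full effect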
SRC1 inh = inhibitors of human steroid receptor coactivator 1 (SRC1) | Q15788 | inhibition, % at 3.6 µM | 360,000 compounds, 0.12% hits | HEK293 GAL4-SRC1 luciferase reporter, luminescence;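 active = inhibition above the campaign mean plus 3 SD, with each screening campaign given its own cutoff, cut at about 60% in these data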;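 also: 0% = DMSO treated cells and 100% = gossypol at 36 µM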
LMP1 NFkB inh = reduces LMP1-driven NF-kappaB luciferase signal | LMP1-induced NF-kappaB luciferase reporter cells, luminescence | inhibition, % at 12.5 µM | 350,000 compounds, 0.69% hits | AID 504558; in the data active = inhibition above about 41%;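 also: 0% = neutral control wells and 100% = reference inhibitor control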
TWEAK-Fn14 inh = blocks TWEAK-Fn14 interaction in a reporter cell assay; inhibition, % at 10 µM; 360,000 compounds, 2% hits; TWEAK-stimulated Fn14 reporter cells, luciferase luminescence, 8 h; in the data active = inhibition above about 50%
TROY NFkB inh = TROY signaling inhibition. Q293 LMP1-TROYcd NF-kB luciferase reporter, 4 h. inhibition, % at 10 µM. 360,000 compounds, 0.98% hits;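 active = compounds whose plate-normalised and pattern-corrected inhibition of the luciferase reporter signal at the single screening dose is 50% or more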
NR5A2 inv ag = NR5A2 inverse agonism in reporter assay; inhibition, % at 3.6 µM; HEK293T StAR-luciferase reporter, LRH-1 transfected, 24 h; 360,000 compounds, 0.13% hits; AID 602396; O00482;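 active = inhibition above the mean inhibition of all tested compounds plus 3 SD, cut at about 73% in these data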;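 also: 0% = DMSO wells and 100% = reporter-only cells lacking LRH-1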
Target sequence (O00482 whole entry, looked up): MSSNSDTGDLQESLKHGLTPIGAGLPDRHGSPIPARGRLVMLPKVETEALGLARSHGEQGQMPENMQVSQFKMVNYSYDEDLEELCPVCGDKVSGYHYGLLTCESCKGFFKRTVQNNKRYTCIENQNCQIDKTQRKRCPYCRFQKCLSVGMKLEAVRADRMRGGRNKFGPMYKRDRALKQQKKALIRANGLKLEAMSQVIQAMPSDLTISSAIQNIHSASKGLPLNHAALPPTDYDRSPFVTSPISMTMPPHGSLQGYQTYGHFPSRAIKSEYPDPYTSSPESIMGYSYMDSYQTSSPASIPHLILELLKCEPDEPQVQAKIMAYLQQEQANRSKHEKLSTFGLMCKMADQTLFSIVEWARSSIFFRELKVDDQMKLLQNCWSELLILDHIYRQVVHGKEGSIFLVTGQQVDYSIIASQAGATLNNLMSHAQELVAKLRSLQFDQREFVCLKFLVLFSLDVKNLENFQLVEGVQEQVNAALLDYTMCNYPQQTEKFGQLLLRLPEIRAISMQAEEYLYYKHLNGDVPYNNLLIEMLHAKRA
Shn3 3UTR inh = inhibitors of Schnurri-3 3'UTR reporter in osteoblasts; Clone20 osteoblast Shn3 3'UTR firefly luciferase, 24 h; inhibition, % at 12.5 µM; 360,000 compounds, 0.52% hits; AID 588674;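 active = mean inhibition of at least 75% with every replicate also reaching 75%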;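 also: 0% = median of neutral control wells and 100% = pilot-screen positive control compound; some compounds past the cut are filed as inactive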
NR2F2 inh = NR2F2 (human) inhibition, primary screen. P24468. HEK293T NGFI-A luciferase reporter, luminescence. inhibition, % at 8.6 µM. 370,000 compounds, 0.7% hits. AID 686940;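 active = inhibition above a per-plate cutoff, mean inhibition of test wells between control levels plus 3 SD, cut at about 38% in these data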;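 also: cells cotransfected with COUP-TFII expression vector driving the NGFI-A reporter; 0% = median of COUP-TF2 test wells and 100% = reporter-only cells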
Target sequence (P24468 whole entry, looked up): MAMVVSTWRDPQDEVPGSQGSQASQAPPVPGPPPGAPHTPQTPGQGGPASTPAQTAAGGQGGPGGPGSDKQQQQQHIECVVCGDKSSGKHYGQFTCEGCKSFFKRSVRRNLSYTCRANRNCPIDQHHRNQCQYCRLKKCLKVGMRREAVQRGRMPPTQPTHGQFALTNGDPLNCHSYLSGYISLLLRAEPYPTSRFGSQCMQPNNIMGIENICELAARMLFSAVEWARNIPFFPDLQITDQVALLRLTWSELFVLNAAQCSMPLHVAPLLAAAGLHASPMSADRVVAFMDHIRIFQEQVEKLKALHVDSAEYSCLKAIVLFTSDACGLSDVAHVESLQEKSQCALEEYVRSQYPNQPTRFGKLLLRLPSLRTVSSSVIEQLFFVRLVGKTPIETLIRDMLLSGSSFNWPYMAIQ
NCOA3 inh = inhibits human SRC3 coactivator; 360,000 compounds, 0.17% hits; AID 588352; HEK293 GAL4-SRC3 luciferase reporter, luminescence; inhibition, % at 3.6 µM; Q9Y6Q9;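 active = inhibition above a per-campaign cutoff, the mean of all compounds plus 3 SD, cut at about 60% in these data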;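 also: 0% = DMSO-treated cells and 100% = gossypol-treated cells at 36 µM; higher means less SRC3-driven luciferase light from the GAL4 reporter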
The depositor's hits bear a star; · = not tested or not shown. An excerpt; the hit share may differ from the screen's.

SMILES	KKLEB tox	C8 TRAIL sens	CF NFkB block	SRC1 inh	LMP1 NFkB inh	TWEAK-Fn14 inh	TROY NFkB inh	NR5A2 inv ag	Shn3 3UTR inh	NR2F2 inh	NCOA3 inh
CC1(c2ccccc2)NC(=O)N(CC(=O)Nc2cc3c(cc2Br)OCCO3)C1=O (stereo unspecified)	-18	4	4	26	-6	2	-6	6	12	-1	13
CCNc1nc(N)c(C(=O)c2ccc(Cl)s2)s1	6	2	55*	-75	-60	4	-53	-138	-82	-14	-69
NS(=O)(=O)c1ccc(NC(=O)COc2ccc(C(=O)c3ccc(F)cc3)cc2)cc1	-1	7	7	13	7	2	5	2	47	38*	22
CC(C)C(c1nnnn1C1CCCCC1)N1CCc2ccccc21 (stereo unspecified)	6	1	4	-3	-2	-13	-19	-4	7	5	-3
CCOc1cc(-c2sc(Nc3ccccc3)n[n+]2C)ccc1OC	5	-15	-30	-8	81*	-5	-1	21	-20	-5	6
O=C(COC(=O)c1cc(=O)[nH]c2ccccc12)NC1CCCCCCC1	2	-11	1	8	-1	6	15	-16	5	-20	13
CC1CCN(C(=O)CN(c2ccccc2)S(=O)(=O)N(C)C)CC1	2	-2	-10	-15	-22	-3	-13	14	10	13	8
CC1CCCCN1C(=O)COC(=O)C1CCN(S(=O)(=O)c2ccc(Cl)c(C(F)(F)F)c2)CC1 (stereo unspecified)	8	-27	8	-24	0	6	0	2	0	-9	2
Cc1ccc(N2C(=O)C(Cl)=C(N3CCN(C)CC3)C2=O)c(C)c1	4	-2	1	0	-10	8	-18	49	6	5	-3
COCc1cc(C)nc(SCc2ccccc2)c1C#N	16	4	3	3	5	-11	-11	-2	-3	-10	-12
Cc1onc(-c2ccccc2)c1C(=O)N/N=C/c1cccs1	-9	-21	3	12	12	7	-2	-2	-33	19	6
CCC1CCCCN1C(=O)CCn1c(=O)oc2ccccc21 (stereo unspecified)	12	-4	-18	-9	-8	20	-4	-9	-54	3	1
Cc1c(C(=O)Nc2ccncc2)sc2nc(-c3ccc(F)cc3)cn12	1	43	-14	-24	13	24	19	-38	28	23	-30
O=C(Cc1ccc(F)cc1)N1CCN=C1SCc1cccc([N+](=O)[O-])c1	-4	-16	17	-10	9	-12	5	9	-9	5	18
COC(=O)c1ccc(OC(=O)C23CCC(C)(C(=O)O2)C3(C)C)cc1 (stereo unspecified)	1	-21	-11	-43	-14	-14	13	-22	-2	12	9
Cc1ccccc1C(=O)NNC(=O)C(=O)Nc1cccc(Cl)c1C	-4	10	1	-1	5	-5	-17	-7	5	8	-19
COc1ccc(C(=O)/C=C/Nc2ccc(S(=O)(=O)Nc3cc(OC)nc(OC)n3)cc2)c(OC)c1	2	-3	-1	-17	-8	13	5	-4	-8	-7	10
O=C(CCCSCCCC(=O)NN=Cc1ccccc1)NN=Cc1ccccc1	-17	-6	28	-24	-3	25	20	11	13	17	-10
Cc1nc2ccc(NC(=O)C3CCCCC3)cc2s1	12	14	-20	-8	-11	-30	-43	-54	-40	-26	-35
CCn1c(SCC(=O)NC2=NCCS2)nnc1C(C)NC(=O)c1ccccc1Br (stereo unspecified)	-12	-1	-11	-6	-4	10	13	-16	13	7	10
CC(C)(C)c1ccc(OCC(=O)N2CCN(c3ncccn3)CC2)cc1	0	4	-1	-18	-5	-8	-22	4	26	·	21
CCCCC(=O)Nc1ccc2c(c1)nc(CCN1CCN(C)CC1)n2C	9	17	-10	2	7	14	10	4	7	2	19
Cc1ccc(Cc2c(-c3cccc(Cl)c3)nc3ccc(C)cn23)cc1	9	8	6	-64	·	-12	-21	-56	-6	-14	-44
COc1ccc(N2CCN(C(c3cc(OC)ccc3OC)c3nnnn3Cc3ccco3)CC2)cc1 (stereo unspecified)	8	-5	-12	4	2	-5	24	8	5	-10	19

4 entries from above, as comma-separated lines:
SMILES,KKLEB tox,C8 TRAIL sens,CF NFkB block,SRC1 inh,LMP1 NFkB inh,TWEAK-Fn14 inh,TROY NFkB inh,NR5A2 inv ag,Shn3 3UTR inh,NR2F2 inh,NCOA3 inh
O=C(Cc1ccc(F)cc1)N1CCN=C1SCc1cccc([N+](=O)[O-])c1,-4,-16,17,-10,9,-12,5,9,-9,5,18
COC(=O)c1ccc(OC(=O)C23CCC(C)(C(=O)O2)C3(C)C)cc1 (stereo unspecified),1,-21,-11,-43,-14,-14,13,-22,-2,12,9
Cc1ccccc1C(=O)NNC(=O)C(=O)Nc1cccc(Cl)c1C,-4,10,1,-1,5,-5,-17,-7,5,8,-19
COc1ccc(C(=O)/C=C/Nc2ccc(S(=O)(=O)Nc3cc(OC)nc(OC)n3)cc2)c(OC)c1,2,-3,-1,-17,-8,13,5,-4,-8,-7,10

The list goes on:
SMILES	KKLEB tox	C8 TRAIL sens	CF NFkB block	SRC1 inh	LMP1 NFkB inh	TWEAK-Fn14 inh	TROY NFkB inh	NR5A2 inv ag	Shn3 3UTR inh	NR2F2 inh	NCOA3 inh
O=C(CSc1ccc2nnc(-c3ccc(F)cc3)n2n1)NCC1CCCO1 (stereo unspecified)	10	-9	-18	0	3	-6	-1	10	0	·	-22
COc1ccc(C(=O)CSc2nnc(CC(=O)Nc3ccccc3OC)n2C)cc1	-2	-13	9	2	1	10	-10	17	12	11	14
COc1cc(O)c2c(=O)c3c(O)c(O)ccc3oc2c1OC	-9	31	-10	-14	7	-30	-139	-23	39	·	-2
Cc1cc(C)c2oc(C(=O)N(Cc3cccs3)C3CCS(=O)(=O)C3)cc(=O)c2c1 (stereo unspecified)	-23	2	2	11	2	8	-20	9	-22	-3	16
CN1CCC(N(C)C(=O)c2cc(-c3ccccc3Cl)nc3ccccc23)CC1	10	-9	-14	9	1	-16	2	14	-27	-6	-20
Cc1nc2sc3c(c2c(=O)[nH]1)CCC3	5	16	8	0	8	-22	-13	-11	2	-9	-1
CCc1nc2nc(C)c(NS(=O)(=O)c3ccc(C)c(C)c3)c(=O)n2[nH]1	-3	-11	20	-6	4	11	-12	-4	15	1	5
CC(C)(C)C1CCc2[nH]nc(C(=O)O)c2C1 (stereo unspecified)	0	1	-1	4	3	18	4	7	3	8	5
O=C(Oc1ccc2c3c(c(=O)oc2c1)CCCC3)c1cccs1	20	-5	-13	9	-11	7	-8	-3	-18	-4	12
COc1cccc(/C=C/C(=O)OCC(=O)Nc2ccc(S(=O)(=O)N3CCCC3)cc2)c1	18	-8	-17	3	-4	-15	-1	18	-14	-6	9
Cc1ccc(S(=O)(=O)Nc2ccc(-c3csc(-c4ccccc4)n3)cc2)cc1	5	4	1	-1	-20	13	-3	15	-14	-14	0
COc1ccccc1C(=O)NNC1CC(=O)N(c2ccc3c(c2)OCCO3)C1=O (stereo unspecified)	-9	-1	-14	4	10	-1	45	11	-27	-11	11

Some of the entries so far, with values under each structure:
Results follow in this order: KKLEB tox | C8 TRAIL sens | CF NFkB block | SRC1 inh | LMP1 NFkB inh | TWEAK-Fn14 inh | TROY NFkB inh | NR5A2 inv ag | Shn3 3UTR inh | NR2F2 inh | NCOA3 inh
- Cc1nc2sc3c(c2c(=O)[nH]1)CCC3
→ 5 | 16 | 8 | 0 | 8 | -22 | -13 | -11 | 2 | -9 | -1
- CCc1nc2nc(C)c(NS(=O)(=O)c3ccc(C)c(C)c3)c(=O)n2[nH]1
→ -3 | -11 | 20 | -6 | 4 | 11 | -12 | -4 | 15 | 1 | 5
- CC(C)(C)C1CCc2[nH]nc(C(=O)O)c2C1 (stereo unspecified)
→ 0 | 1 | -1 | 4 | 3 | 18 | 4 | 7 | 3 | 8 | 5
- O=C(Oc1ccc2c3c(c(=O)oc2c1)CCCC3)c1cccs1
→ 20 | -5 | -13 | 9 | -11 | 7 | -8 | -3 | -18 | -4 | 12

Additional records
SMILES	KKLEB tox	C8 TRAIL sens	CF NFkB block	SRC1 inh	LMP1 NFkB inh	TWEAK-Fn14 inh	TROY NFkB inh	NR5A2 inv ag	Shn3 3UTR inh	NR2F2 inh	NCOA3 inh
CCOC(=O)c1ccc(S(=O)(=O)NNC(=O)c2cccc(N(C)C)c2)cc1	11	0	9	-24	-1	-48	-15	-16	-9	18	0
O=C(O)c1nc(Cl)c(Cl)c(N/N=C/c2ccccc2C(F)(F)F)c1Cl	7	-9	11	3	-2	1	-22	-13	-6	5	-1
Cc1c(CCO)c(=O)[nH]n1S(=O)(=O)c1ccccc1	-2	-2	-4	-36	7	7	4	-6	-32	26	10
Cc1ccc(CNC(=O)C2CC(=O)OC23CCCC3)c(C)c1 (stereo unspecified)	-2	1	2	-36	4	-4	-20	-19	8	-9	22
COc1ccccc1OC1=NS(=O)(=O)c2ccccc21	7	-9	-6	-3	-4	-13	-18	12	1	6	9
O=C(CCNC(=O)c1ccccc1Cl)Nc1cc(S(=O)(=O)N2CCOCC2)ccc1N1CCOCC1	5	3	-5	-5	-7	-6	4	-18	-10	-4	-3
O=C(NNC(=S)NC1CCCCC1)c1cccc(S(=O)(=O)Nc2ccccc2Cl)c1	-22	3	21	0	-9	-1	33	8	22	-10	17
Cc1ccc(C(C(=O)NC2CCCCC2)N(Cc2ccco2)C(=O)C2COc3ccccc3O2)o1 (stereo unspecified)	0	0	2	-16	3	-21	2	25	12	7	7
CCCc1cnc(N2CCN(C(=O)c3c(-c4ccccc4)noc3C)CC2)nc1	8	4	-7	0	7	6	21	6	2	5	3
CC(C)C(NC(=O)/C=C/c1ccc(F)cc1)C(C)C	-6	-8	5	15	-6	4	-2	-2	8	4	1
Cc1ccc(CCNC(=O)CCn2c(=O)c3cccn3c3ccc(F)cc32)cc1	-23	-9	-5	6	2	-20	-14	-20	-6	-8	4
CCOc1ccc(/C=N/Nc2nc(C)cs2)c(O)c1	13	20	-23	-73	-22	16	-25	-38	-93	-6	-101
CC(C)CCC[C@](C)(O)c1ccc(C(=O)O)cc1O	·	-7	·	·	·	3	-1	-3	·	-10	·
COC(CNc1cc(=O)oc2ccccc12)OC	-1	13	16	-16	-18	-4	1	9	-4	-12	22
O=C(CN1CCCc2ccccc21)NCCc1ccc(Cl)cc1	4	-7	-6	-21	1	3	-19	0	1	5	9
Clc1ccc(CN=C(Nc2ccccc2)NC2CCCCC2)cc1	-22	-2	12	8	-3	-5	-3	-2	32	0	10
CN(C)C(=O)CCc1ccc2c3c([nH]c2c1)[C@]1(C)[C@@H](C(=O)N2CCOCC2)C[C@H](CC(=O)NCCc2ccccn2)C(=O)N1CC3	14	-17	-17	-18	-4	-12	-18	-36	-12	-3	0
CCC(c1nnnn1CS(=O)(=O)c1ccc(C)cc1)N1CCN(c2nc3ccccc3s2)CC1 (stereo unspecified)	-6	12	-5	-1	-4	25	33	-24	4	3	4
CC1=C(C(=O)OCCOc2ccccc2)C(c2ccsc2)NC(=O)N1C (stereo unspecified)	1	7	13	-2	6	6	21	-2	-3	21	19

From PubChem
